Vif-APOBEC3F blk – Vif-A3F binding inhibition; HeLa A3F-eYFP + Vif (tagged APOBEC3F with the HIV-1 protein that degrades it), YFP fluorescence increase; Potency, µM (doses to about 46.1 µM), without a hit: top-dose activity, negative = active; 390,000 tested, 0.2% active; AID 602313; further: % of control where 0% means no effect; nearly all actives have a fitted effect of over 65% in size
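HeLa cells stably expressing A3F-eYFP plus Vif, plated and incubated overnight at 37 deg C, then exposed to compounds overnight at 37 deg C. Blocked degradation read as raised yellow fluorescence (Ex 488/Em 500-530).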
mIDH1 inhibitor – human IDH1 R132H inhibition; 390,000 tested, 0.093% active; Potency, µM (doses to about 76.6 µM), for the others: at the top dose activity change, negative = inhibition, hits mostly inhibitors; O75874; IDH1-R132H enzyme, NADPH consumption, diaphorase/resazurin fluorescence; AID 602179; further: on the % scale 0 is the no-effect control and ±100 the full control effect; nearly all actives have a fitted effect of over 65% in size
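IDH1-R132H (0.5 ug/mL) preincubated 30 min with compound, then NADPH (0.016 mM) and alpha-KG (2 mM) added; 80 min at RT, pH 7.5. Remaining NADPH coupled via diaphorase/resazurin to fluorescence (540/590 nm); concentration-response curves normalized to no-enzyme control.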
RGS4 inh – human RGS4 inhibition | P49798 | 390,000 tested, 0.039% active | Transcreener GDP fluorescence polarization, RGS4-accelerated GTP hydrolysis | Potency, µM (highest dose often 114 µM), inactives show at the highest dose activity change, negative = inhibition, usual class: inhibitors; further: on the % scale 0 is the no-effect control and ±100 the full control effect; nearly all actives have a fitted effect of over 75% in size; some results filed as inactive show a strong effect at the top dose
Target sequence (P49798 whole entry, looked up): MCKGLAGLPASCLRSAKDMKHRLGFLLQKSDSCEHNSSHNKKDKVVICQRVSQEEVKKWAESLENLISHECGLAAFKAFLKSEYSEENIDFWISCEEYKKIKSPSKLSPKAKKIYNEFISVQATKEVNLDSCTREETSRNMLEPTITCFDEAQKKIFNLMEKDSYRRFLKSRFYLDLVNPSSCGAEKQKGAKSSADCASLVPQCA
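MLSMR compounds (23 nl, pin-transferred) preincubated 10 min at room temperature with a 500nM (2x) first reagent, then RGS4 at 900nM (2x) plus Transcreener GDP mix added; fluorescence polarization (620/688 nm) read before and after 90 min at 30 °C.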
TrxR1 substrate – rat thioredoxin reductase 1 substrate activity | O89049 | purified TrxR1 substrate turnover, NADPH consumption readout | Potency, µM (top dose mostly 114 µM), inactives show at the highest dose activity change, negative = substrate turnover | 390,000 tested, 0.01% active | AID 588456; further: on the % scale 0 is the no-effect control and ±100 the full control effect; nearly all actives have a fitted effect of over 50% in size
Target sequence (O89049 whole entry, looked up): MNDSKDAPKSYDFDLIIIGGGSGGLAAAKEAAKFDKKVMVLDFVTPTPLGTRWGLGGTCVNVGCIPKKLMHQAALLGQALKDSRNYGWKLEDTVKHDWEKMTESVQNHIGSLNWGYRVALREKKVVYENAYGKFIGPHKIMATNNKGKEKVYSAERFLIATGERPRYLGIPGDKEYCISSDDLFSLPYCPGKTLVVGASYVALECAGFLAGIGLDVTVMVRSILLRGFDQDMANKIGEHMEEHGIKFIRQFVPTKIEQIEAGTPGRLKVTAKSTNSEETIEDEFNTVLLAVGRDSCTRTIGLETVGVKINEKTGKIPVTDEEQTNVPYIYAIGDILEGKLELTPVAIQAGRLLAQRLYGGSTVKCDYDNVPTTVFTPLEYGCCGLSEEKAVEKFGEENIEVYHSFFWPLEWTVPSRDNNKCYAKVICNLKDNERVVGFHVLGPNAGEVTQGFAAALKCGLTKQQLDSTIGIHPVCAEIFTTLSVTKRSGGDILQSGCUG
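Rat TrxR1, dispensed at 90 nM, was prereduced with 400 uM NADPH (final) for 5 min at ~22 deg C, then incubated with compound 15 min before 400 uM selenite. A first-read NADPH fluorescence drop versus no-compound background flagged substrates.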
USP1-UAF1 inh – USP1/UAF1 (human) deubiquitinase inhibition. O94782. recombinant USP1/UAF1, Ub-Rhodamine cleavage fluorescence. Potency, µM (top dose mostly 57.1 µM), inactives show top-dose activity change, negative = inhibition, usual class: inhibitors. 390,000 tested, 0.23% active. AID 743255; further: on the % scale 0 is the no-effect control and ±100 the full control effect; nearly all actives have a fitted effect of over 60% in size; inactives centre near -12
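High-throughput fluorogenic screen: 1nM USP1/UAF1 complex, Ub-Rho substrate 150nM final, 50mM HEPES pH 7.8 with 0.5mM EDTA, 0.1 mg/ml BSA, 1mM TCEP and 0.01% Tween-20.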
rTrxR1 inhibitor – blocks rat thioredoxin reductase 1. O89049. recombinant rTrxR1, NADPH fluorescence consumption, selenite substrate. Potency, µM (top dose mostly 114 µM), for the others: top-dose activity change, negative = inhibition, usual class: inhibitors. 390,000 tested, 1% active; further: on the % scale 0 is the no-effect control and ±100 the full control effect; nearly all actives have a fitted effect of over 65% in size
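Rat TrxR1 (90 nM in the dispensed reagent) was pre-reduced with 400 uM NADPH for 5 min at room temperature, then incubated with compound for 15 min. After 400 uM selenite was added, NADPH fluorescence (Ex 340/Em 450 nm) was followed for 8 min.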
Vif-APOBEC3G blk – Vif-A3G binding inhibition | 410,000 tested, 0.076% active | Potency, µM (doses to about 46.1 µM), without a hit: top-dose activity, negative = active, hits mostly inhibitors | HeLa A3G-eYFP + Vif (tagged APOBEC3G with the HIV-1 protein that degrades it), YFP fluorescence, overnight | Q9HC16 | AID 602310;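 further: on the % scale 0 is the no-effect control and ±100 the full control effect; nearly all actives have a fitted effect of over 60% in size; hits raise eYFP signal because A3G escapes Vif-driven loss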
Target sequence (Q9HC16 whole entry, looked up): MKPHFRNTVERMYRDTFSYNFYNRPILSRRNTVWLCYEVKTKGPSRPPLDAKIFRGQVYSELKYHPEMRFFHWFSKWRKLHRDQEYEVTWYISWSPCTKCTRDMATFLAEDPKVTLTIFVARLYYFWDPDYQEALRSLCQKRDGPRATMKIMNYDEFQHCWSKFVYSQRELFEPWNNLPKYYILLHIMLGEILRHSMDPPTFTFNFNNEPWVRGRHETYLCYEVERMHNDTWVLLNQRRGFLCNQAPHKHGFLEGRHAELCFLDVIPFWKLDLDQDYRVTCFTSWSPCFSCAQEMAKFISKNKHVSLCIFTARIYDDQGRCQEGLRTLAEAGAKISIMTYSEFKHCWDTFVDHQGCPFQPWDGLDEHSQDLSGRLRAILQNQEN
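HeLa cells stably expressing Vif and C-terminally eYFP-tagged A3G, seeded overnight at 37 deg C, then exposed to compound by pintool overnight at 37 deg C. Rise in yellow fluorescence (Ex 488/Em 500-530, Acumen) marks blocked Vif-driven A3G degradation.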
ALOX12 inh – ALOX12 (human) lipoxygenase inhibition. purified 12hLO, xylenol orange hydroperoxide absorbance. P18054. 580,000 tested, 1.1% active. Potency, µM (series often up to 108 µM), for the others: top-dose activity change, negative = inhibition, hits mostly inhibitors. AID 1671190; further: on the % scale 0 is the no-effect control and ±100 the full control effect
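Purified human 12hLO (150 nM final) in 25 mM Hepes, 0.01% Triton X-100, pH 7.0 was preincubated 15 min at room temperature with compound. Then 40 uM arachidonic acid was added, 30 min. Hydroperoxide was read by Fe-XO absorbance ratio 573/405 nm.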
RXFP1 ag – agonists of human relaxin receptor RXFP1 | AID 2676 | Potency, µM (titrated, usually from 57.5 µM), inactives show top-dose activation, hits mostly activators | 370,000 tested, 0.3% active | HEK293T-RXFP1 cAMP TR-FRET, 30 min; response scale: percent of porcine relaxin response, buffer zero; further: on the % scale 0 is the no-effect control and ±100 the full control effect; nearly all actives have a fitted effect of over 60% in size; many of its hits are not listed in these tables
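Agonist response is measured as cAMP accumulation in an RXFP1-transfected HEK293T line under PDE4 inhibition. Values are scaled between buffer-only and 29 nM porcine relaxin, and EC50s come from standard Hill equation fits.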
An asterisk follows results filed as active; ? = inconclusive; . = not tested or not shown; & = joins results of further samples; [ ] = another dose, or the depositor's remark. The call rests on the fitted dose curve; in most records, active means well fitted curve in the direction sought with a large enough effect; inconclusive means small, poorly fitted or top-dose-only effect, or another doubt; inactive means no such curve, though single readings can be large; an effect the other way counts as inactive or inconclusive. Potency means the concentration at half of the fitted maximal effect. An excerpt. The share of hits here may be higher or lower than overall.

SMILES | Vif-APOBEC3F blk | mIDH1 inhibitor | RGS4 inh | TrxR1 substrate | USP1-UAF1 inh | rTrxR1 inhibitor | Vif-APOBEC3G blk | ALOX12 inh | RXFP1 ag
O=C1c2ccccc2C(=O)N1CCCCc1cn(C[C@H]2CC[C@H](Cn3cc(CCCCN4C(=O)c5ccccc5C4=O)nn3)O2)nn1 | 3% | 2% | -8% | 1% | -23% | 14% | 1% | -6% | .
COc1cccc(NC(=O)CN(C)C(=O)c2ccc(S(=O)(=O)Nc3ccccc3C)cc2)c1 | -7% | -1% | -2% | -12% | -12% | 2% | -4% | -24% | 1.8%
COc1ccc(-c2sc3ccc(OC)cc3c2-c2ccc(OC)c(F)c2)cc1 | -7% | -5% | 1% | 8% | -16% | 37% | 0% | 18% | 3.2%
CCn1c(=N)n(CC(=O)OC)c2ccccc21 | -1% | 2% | -8% | -9% | -17% | -12% | 4% | 6% | 1.7%
COCCC1CCCCN1C(=O)c1cc(COc2cccc(C(C)=O)c2)on1 (stereo not given) | -1% | 15% | -7% | 5% | -12% | 15% | 7% | 0% | 0.7%
CCCCn1c(N)c(N(CCOC)C(=O)c2ccc(NC3CC3)c([N+](=O)[O-])c2)c(=O)[nH]c1=O | -23% | -1% | -14% | -8% | -3% | -2% | 1% | -17% | 0.3%
CC(NC(=O)C1CCCC1)c1ccc(Br)cc1 (stereo not given) | -4% | 3% | 18% | -3% | 8% | 18% | -1% | -8% | -3.4%
CC(C)CN(C(=O)c1cccc(S(=O)(=O)N2CCN(c3ccc(F)cc3)CC2)c1)C1CCS(=O)(=O)C1 (stereo not given) | 4% | 9% | -15% | -9% | -9% | -6% | 0% | 12% | 0.8%
CCn1nc(C)c(CN2CCN(Cc3ccsc3)C(CCO)C2)c1C (stereo not given) | 4% | -20% | 11% | -3% | -17% | 3% | -1% | -2% | -1.7%
Cc1cccc(OCC(=O)OCc2cc(=O)n3nc(C4CC4)sc3n2)c1 | -3% | -12% | -7% | 2%[57.1 µM] | -9% | 10%[57.1 µM] | 0% | -4% | 4.1%
Cc1cc(NC(=O)CSC2=NS(=O)(=O)c3ccccc3N2)no1 | 0% | 5% | -17% | -16% | -6% | -14% | 3% | -29% | 0.3%
CSc1ccccc1NC(=O)c1cccc(S(=O)(=O)N2CCN(C)CC2)c1 | 1% | 11% | -23% | -11% | -7% | -14% | 2% | 208%[activator] | 0.0%
CCOC(=O)N1CCN(S(=O)(=O)c2ccc(C(=O)N(CCCN(C)C)c3nc4ccc(Cl)cc4s3)cc2)CC1 | -13% | 0% | -3% | -1% | -22% | 19% | -2% | ? | -0.7%
O=C(COC(=O)COc1cccc(F)c1)NCCC1=CCCCC1 | 6% | 0% | 11% | 3% | -27% | 13% | -13% | -12% | 0.9%
CN(C)CC1CCC/C(=C/c2ccc(Cl)cc2)C1=O (stereo not given) | ? | 3% | -39% | 10%[57.1 µM] | -19% | ? | -6% | 35µM* | .
COc1ccc(C(=O)NCC(=O)N2CCN(C(=O)c3ccco3)CC2)cc1[N+](=O)[O-] | 0% | 7% | 4% | -3%[2.29 µM] | 1% | -4%[2.29 µM] | 0% | -10% | .
Cc1cc(C)c(NC(=O)COC(=O)c2cc([N+](=O)[O-])ccc2N2CCOCC2)c(C)c1 | -16% | 4% | 7% | -5% | 2% | 8% | 1% | ? | 0.6%
Cc1cccc2cc(/C=N/NC(=O)c3ccncc3)c(Cl)nc12 | 7% | 5% | 0% | 9% | -15% | 17% | -3% | ? | 0.0%
Clc1ccc(-c2nc3cnccn3c2NC2CCCC2)cc1 | -14% | 0% | -8% | 16% | -9% | 1% | -10% | . | 13%
CCOc1ccc(N2C(=O)CC(N(CCc3ccc(S(N)(=O)=O)cc3)C(C)=O)C2=O)cc1 (stereo not given) | 21% | 8% | -5% | -3% | 3% | -4% | -4% | 4% | 0.3%
CC1=C(C(=O)Nc2cc(C)ccc2C)C(c2cccs2)NC(=S)N1 (stereo not given) | -7% | 3% | -32% | 2% | -17% | 8% | -6% | -17% | 2.3%
COc1ccc(C(=O)N2CCN(c3c(C)cccc3C)CC2)cc1OC | -2% | -4% | -17% | 8%[57.1 µM] | -14% | ? | 0% | 2% | 2.7%
O=C(O)COc1ccc(NC(=O)c2ccc3c(c2)C(=O)N(Cc2ccccc2)C3=O)cc1 | 4% | 5% | 5% | -8% | -6% | -10% | 5% | 0% | -1.8%
CC(C)CCn1c(CN2CCN(Cc3ccccc3)CC2)nc2c1c(=O)[nH]c(=O)n2C | -9% | 7% | 0% | 6%[57.1 µM] | -18% | -4%[57.1 µM] | 1% | 0% | -0.7%
O=C(NCc1ccc2c(c1)OCO2)c1ccc(N2C(=O)C3CCCCC3C2=O)cc1 (stereo not given) | -12% | -3% | -12% | -4% | 2% | 1%[57.1 µM] | -3% | . | 0.5%
CCC(CO)NCc1ccc2c(c1)n(C)c(=O)n2C (stereo not given) | -5% | -3% | 37% | -6% | -7% | -6% | 0% | 0% | 0.4%
C=CCn1c(SCC(=O)NC2CC2)nnc1-c1cccc(OC)c1 | 1% | 9% | 23% | -3% | -6% | 6% | 2% | -11% | 2.7%
CNC[C@H](CC1CCCCC1)NC[C@H](CO)NCC1(c2ccccc2)CC1 | -8% | -5% | -6% | 6%[57.1 µM] | -2% | -4%[57.1 µM] | 8% | 9% | 2.6%
O=C(OCc1ccc([N+](=O)[O-])cc1)c1ccc(N2CCCC2)c([N+](=O)[O-])c1 | -6% | 2% | -20% | 1% | -17% | 5% | 1% | 3% | -0.1%
CSCCC1NC(=O)N(CC(=O)Nc2cccc3ccccc23)C1=O (stereo not given) | -1% | 8% | 1% | 9% | -20% | -5%[57.1 µM] | 1% | ? | 1.8%
COC(=O)C1=C(C)NC(C)=C(C(=O)OC)C1c1ccccc1OCc1c(C)no[n+]1[O-] | -2% | -2% | 37% | 7%[57.1 µM] | -8% | -7%[2.29 µM] | 0% | 11% | 0.8%
CC(CNC(=O)C1CCN(Cc2cc3ccccc3n2Cc2ccccc2)CC1)c1ccccc1 (stereo not given) | 3% | -3% | -8% | 4%[57.1 µM] | -7% | 14%[57.1 µM] | 0% | ? | 1.7%

Whole records, looked up by structure:
Profile of COCCC1CCCCN1C(=O)c1cc(COc2cccc(C(C)=O)c2)on1 (stereo not given) → Vif-APOBEC3F blk: -1%; mIDH1 inhibitor: 15%; RGS4 inh: -7%; TrxR1 substrate: 5%; USP1-UAF1 inh: -12%; rTrxR1 inhibitor: 15%; Vif-APOBEC3G blk: 7%; ALOX12 inh: 0%; RXFP1 ag: 0.7%
Profile of CCn1nc(C)c(CN2CCN(Cc3ccsc3)C(CCO)C2)c1C (stereo not given) → Vif-APOBEC3F blk: 4%; mIDH1 inhibitor: -20%; RGS4 inh: 11%; TrxR1 substrate: -3%; USP1-UAF1 inh: -17%; rTrxR1 inhibitor: 3%; Vif-APOBEC3G blk: -1%; ALOX12 inh: -2%; RXFP1 ag: -1.7%

Further results:
SMILES | Vif-APOBEC3F blk | mIDH1 inhibitor | RGS4 inh | TrxR1 substrate | USP1-UAF1 inh | rTrxR1 inhibitor | Vif-APOBEC3G blk | ALOX12 inh | RXFP1 ag
Cc1ccccc1NC(=O)Cc1nnc(SCC(=O)c2ccc(Br)cc2)n1C | 0% | 3% | -5% | 1% | 1% | 12% | 2% | -11% | 3.0%
O=C(Nc1ccc2c(c1)OCCO2)c1cncc(Br)c1 | -2% | -3% | -36% | 2%[57.1 µM] | -20% | 17%[57.1 µM] | -5% | -5% | 1.2%
Cc1ccc(CNC(=O)c2ccc3c(c2)nc(C)n3-c2cccc(F)c2)cc1 | 1% | 5% | 1% | 1%[57.1 µM] | -21% | 1%[57.1 µM] | 10% | -21% | 2.4%
CCCc1c(C(=O)N2CCN(c3ccccc3OC)CC2)cnn1-c1ccccc1 | 7% | 0% | 22% | 10%[57.1 µM] | 5% | -28%[57.1 µM] | 1% | ? | -0.5%
COc1cc(C(=O)Nc2ccncc2)c([N+](=O)[O-])cc1OC | 16% | 8% | 4% | -3% | -7% | -3% | -8% | 182%[activator] | -0.8%
O=C(Nc1ccc2c(c1)OCO2)c1ccc(Br)s1 | 0% | 13% | -26% | 4% | -19% | 8% | 0% | ? | 0.5%
Cn1c(N)cc(=O)[nH]c1=S | -17% | 6% | 2% | -4% | -17% | -14% | -3% | -9% | .
CCC(C)NC(=O)c1ccc2nc(Cc3ccc(OC)cc3)oc2c1 (stereo not given) | 0%&3% | 0%&9% | -1%&-2% | 6% | ? | 20% | -4%&1% | 18%&-10% | -0.6%&1.1%
COC(=O)c1ccccc1NC(=O)CNc1cc(OC)c(OC)cc1C | 3% | -13% | -25% | 4% | -25% | 5% | -5% | -5% | 0.1%
COC1=CC(=O)C=C(OC)C1=O | 8% | 19% | -68% | -23% | -7% | 32µM* | 2% | -29% | .
CCOc1cccc(C(=O)NC(c2ccccc2)C(C)C)c1 (stereo not given) | -12% | -7% | 60%[activator] | -5% | -32% | -3% | 3% | -9% | -0.1%
O=C(CSc1nnc(CNC(=O)c2ccc(F)cc2)o1)c1ccccc1 | -1% | 5% | -29% | 2% | -6% | 3% | 1% | -11% | 1.4%

Bioassay records (PubChem)
